PglD DTNB – PglD (C. jejuni) enzyme inhibition; purified PglD enzyme, DTNB colorimetric CoA detection; inhibition, % at 12.5 µM; 360,000 tested, 0.098% active; AID 602405; in the data active = inhibition above about 16%, passing the limit was not always enough; inconclusive = no clear call, values can overlap the other calls; also: strong numbers were not always called active
Statin myotox sup – protects C2C12 myotubes from simvastatin toxicity; ATP luminescence, 48 h; scaled: DMSO 0, geranylgeraniol control 100; rescue of ATP level, % at 7.49 µM; 330,000 tested, 0.78% active;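 active = mean ATP rescue above about 67%, or every replicate alone reaching that limit, limit read from the data, passing the limit was not always enough; inconclusive = no clear call, values can overlap the other calls; inactive = mean under the limit and some replicate under it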;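 also: myotubes were challenged with 10 µM simvastatin during compound exposure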
The depositor's hits bear a star; ? = inconclusive. Some of the compounds tested, so the mix of outcomes need not match the whole.

SMILES	PglD DTNB	Statin myotox sup
CN(C)c1cccc(C(=O)n2cc(C(=O)c3cc(F)ccc3O)cn2)c1	-3	-38
NS(=O)(=O)c1ccc(CCNC(=O)C2Cc3ccccc3CN2C(=O)c2ccco2)cc1 (stereo unspecified)	2	-1
CCCCN(C)c1c(C)nc2ccc(C(=O)NCCOc3ccc(OC)cc3)cn12	1	-107
O=C(OCc1cn(-c2ccc(Cl)c(Cl)c2)nn1)c1ccccc1	-2	0
O=C(CSc1ccc(Cl)cc1)Nc1ccc(N2CCN(C(=O)c3ccco3)CC2)cc1	6	28
COc1ccc(S(=O)(=O)NC(CC(=O)NCc2ccc3c(c2)OCO3)c2ccco2)cc1 (stereo unspecified)	2	117*
CCCNCc1cc(OC)c(OCCC)cc1Cl	4	0
Cc1ccc(NC(=O)c2cc(S(=O)(=O)N3CCCCC3)ccc2N2CCOCC2)cc1F	-2	2
Cc1ccc(C(=O)NC2CC(C)(C)NC(C)(C)C2)c(C)c1	-3	-4
CCOC(=O)c1c(C)[nH]c(C)c1C(=O)CSc1nnnn1-c1ccccc1	3	6
COc1ccc(C(=O)N2CC=C(c3ccccc3)CC2)cc1S(=O)(=O)N1CCOCC1	-4	82*
Cn1nnnc1SCC(=O)N1CCN(c2cccc(Cl)c2)CC1	8	11
CCc1nnc(NC(=O)c2ccc(OC)cc2OC)s1	0	9
O=C(C1CCN(c2nnc(N3CCCC3=O)s2)CC1)N1CCN(Cc2ccc3c(c2)OCO3)CC1	1	18
CN(C)c1ncc(S(=O)(=O)c2ccccc2)c(-c2ccccc2Cl)n1	-6	-7
CC1(C)CC(CC(=O)Nc2ccc([N+](=O)[O-])cc2)C(=O)O1 (stereo unspecified)	0	-13
COC(=O)c1ccccc1NC(=O)CSc1nc(NC(=O)c2ccccc2)c2c(C)c(C)oc2n1	-4	-5
COc1ccc(C(F)(F)F)cc1N/C=C\c1nnnn1-c1ccccc1	0	-3
Cn1c(=O)c2sccc2n2c(CCCC(=O)NCc3ccc4c(c3)OCO4)nnc12	-4	-6
CCOc1cc(/C=N/NC(=O)c2ccncc2)ccc1OC(=O)c1ccc([N+](=O)[O-])cc1	1	6
O=[N+]([O-])c1cccc(Cl)c1N1CCOCC1	-2	6
COC(=O)/C(=C\C(=O)c1ccccc1)Nc1cccc(C(F)(F)F)c1	-2	-3
CC(Sc1nncs1)C(=O)Nc1ccc(Cl)cn1 (stereo unspecified)	-1	-11
CCC(=O)c1ccc(OCC(O)CN2CCCCC2)cc1 (stereo unspecified)	-8	-3
Cc1sc2c(=O)n3c(nc2c1C(=O)NC1CCCCC1)CCCCC3	4	-11
CC(C)CNc1ncnc2c1sc1nc(N3CCOCC3)c3c(c12)CC(C)(C)OC3	1	-7
C=CCNc1nnc(SC2CC(=O)N(c3ccc(OC)cc3)C2=O)s1 (stereo unspecified)	2	-533
CCCCCn1c(=O)c(F)cn(Cc2ccc(OC)c([N+](=O)[O-])c2)c1=O	3	2
Cc1nc(N2CCNCC2)c2c3c(sc2n1)CCCC3	6	-5
Cc1ccc(SC(C)C(=O)Nc2cccc(N(C)S(C)(=O)=O)c2)cc1 (stereo unspecified)	-4	33
O=C(COc1ccccc1)NC(NC(=S)Nc1ccccc1C(=O)O)C(Cl)(Cl)Cl (stereo unspecified)	7	2
Cc1cc(C)c(NC(=O)CCCOC(=O)C2=COCCO2)c(C)c1	2	-1
O=c1c2[nH]c3ccc(F)cc3c2ncn1CCN1CCOCC1	5	-16
CCOc1ccc(-c2cn(CCC#N)cn2)cc1	5	14
CCCCC1=CC2=CC(=O)C(C)(OC(=O)CC)C(=O)C2=CN1c1ccccc1 (stereo unspecified)	4	6
C=CCn1c(Cc2nc3ccccc3[nH]2)n[nH]c1=S	0	37
CCOC(=O)Nc1c(C(=O)OC)[nH]c2cc(OC)ccc12	5	107*
Cc1ccccc1-c1noc(C2CCCCC2)n1	-2	-4
C=CCN(CC=C)C(=O)Cc1ccc(F)cc1	1	1
CCNS(=O)(=O)c1cc(Br)ccc1OC	2	-1
CCOc1cc(CNc2ncc(-c3ccc(OC)cc3)n2C)ccc1O	0	-3
CC(C)(C)c1cc(C(=O)N2CCc3ccccc32)ccn1	5	-2
CCN(C(=O)c1cc2cc(OC)ccc2oc1=O)c1cccc(C)c1	-5	-10
O=C(Nc1ccc(Cl)cn1)c1cc(S(=O)(=O)N2CCCCC2)ccc1Cl	6	15
O=C(c1cccc2c1C(=O)N(Cc1cccnc1)C2)N1CCN(c2ccccc2)CC1	1	11
Cn1nnnc1SCC(=O)Nc1ccccc1N1CCOCC1	3	33
CC(=O)c1nn(-c2cccc(Br)c2)cc1C(=O)c1ccc2ccccc2c1	13	-6
CCc1cc2c(N3CCN(c4nnc(CC)s4)CC3)ncnc2s1	-1	-13
C/C=C/c1ccc(OCCn2cncn2)c(OC)c1	4	1
Clc1ccc(-c2nnc(SCc3ccon3)o2)c(Cl)c1	-3	24

Compound profiles (already shown). Order of screens: PglD DTNB, Statin myotox sup
Cn1nnnc1SCC(=O)Nc1ccccc1N1CCOCC1 is listed as 3, 33
CC(C)(C)c1cc(C(=O)N2CCc3ccccc32)ccn1 is listed as 5, -2

Continued:
SMILES	PglD DTNB	Statin myotox sup
Cn1cnnc1SCc1cccc(Br)c1	-1	4
O=C(Nc1ccc(Cc2ccc(NC(=O)N3CCOCC3)cc2)cc1)N1CCOCC1	-3	8
CCOC(=O)C1=CN(c2cccc(F)c2)C=C(C(=O)OCC)C1c1cc(OC)c(O)c([N+](=O)[O-])c1	-1	-36
CCOc1ccc(NC(=O)Nc2cc(C)ccc2F)cc1	-3	-47
COc1ccc(-c2nnc(SC3CCOC3=O)n2C2CCCCC2)cc1OC (stereo unspecified)	-5	56
Cc1nonc1NC(=O)CSc1nnc(-c2ccoc2C)n1C	-1	5
CCCN1CCN(C(=O)CN2C(=O)CC(C)(C)S(=O)(=O)c3ccccc32)CC1	1	-1
COC(=O)CSc1nc(-c2ccccc2)nc2ccc(F)cc12	5	-11
CCCOc1ccc(N2C(=O)CC(N3CCC(c4nncn4CC)CC3)C2=O)cc1 (stereo unspecified)	5	2
COc1cccc(C(=O)COC(=O)C(C)N2C(=O)C3C4C=CC(C4)C3C2=O)c1 (stereo unspecified)	-1	-1
COc1ccc(C2C(=O)N(C3CCCCC3)CC(=O)N2CC2COc3ccccc3O2)cc1 (stereo unspecified)	-1	5
COC(=O)C(Sc1nc(C)cc(C)c1C#N)c1ccccc1 (stereo unspecified)	0	13
CCOC(=O)c1cc(NC(=O)c2ccoc2C)cc(C(=O)OCC)c1	-3	8
Cc1ccc(C(C(=O)NCc2ccco2)N(CC2CCCO2)C(=O)Cn2nnc3ccccc32)cc1 (stereo unspecified)	-7	28
CC1CCCC(C)N1C(=O)c1cccc2c1-c1ccccc1/C2=N/O (stereo unspecified)	-2	2
CCCCn1c(=N)n(CC(O)COc2ccccc2)c2ccccc21 (stereo unspecified)	5	2
CC(C)n1c(-c2ccc(N(C)C)cc2)nc2ccccc21	2	-15
Cc1cn(S(=O)(=O)c2ccc(Br)cc2)cn1	-4	-12
Clc1cccc(CSc2nccn2-c2ccccc2)c1	0	19
CCCn1nnnc1SCC(=O)N1CCOCC1	6	-2
O=C(O)c1sccc1S(=O)(=O)c1ccccc1	7	-4
COc1ccc(N2C3=[N+](CCCC3)CC2(C)O)cc1 (stereo unspecified)	-5	-15
NC(=O)CSc1oc(-c2ccco2)nc1S(=O)(=O)c1ccc(Br)cc1	7	?
CCOc1cccc(-c2nc3cc(C)ccc3o2)c1	0	-2
Cc1ccc(NC(=O)N2CCC(c3nc4c(nnn4Cc4cccc(Cl)c4)c(=O)[nH]3)CC2)cc1	1	42
Cc1ccc(CNC(=O)C2CCCN(S(C)(=O)=O)C2)cc1 (stereo unspecified)	2	-4
CCn1ncc(C(=O)Nc2cc(C)on2)c1C	-1	-8
c1ccc(CSc2ncccn2)cc1	-3	-20
CN(CCC#N)CC(=O)Nc1ccc(NC(=O)CN(C)CCC#N)cc1	0	18
Cc1nc(CNS(=O)(=O)c2cc(F)ccc2F)cs1	-4	-6
O=C(O)C1CCCCN1S(=O)(=O)c1ccccc1 (stereo unspecified)	2	-6
O=C(CCC(=O)c1ccc(Cl)cc1)OCC(=O)c1ccccc1	0	3
OCc1cn(-c2ccccc2)nc1-c1cccnc1	-2	3
COc1ccc(S(=O)(=O)N(CC(=O)NCC2CCCO2)c2ccc(F)cc2)cc1OC (stereo unspecified)	3	5
Cc1c(NC(=O)c2cc3ccccc3oc2=O)c(=O)n(-c2ccccc2)n1C	-3	0
COc1ccc(CN2C(=O)CCC2(C)C(=O)NC2CCCCCC2)cc1 (stereo unspecified)	-5	14
N#Cc1c(-c2ccccc2)cc(C2CC2)nc1N	-5	1
c1ccc(-c2nc(NCC3CCCO3)c3oc4ccccc4c3n2)cc1 (stereo unspecified)	0	-17
Cc1cc(Br)cn2c(Cc3ccsc3)c(C3CCCCC3)nc12	-1	-12
Cc1nnc(SCC(=O)Nc2sc3c(c2C#N)CCCCC3)n1N	6	5
O=C(CCCN1C(=O)CCC1=O)Nc1ccc(Br)cc1F	2	14
CC1=CC(C)(C)N(C(=O)CSc2nnc(N)s2)c2c(C)cc(C)cc21	6	13
O=C(Nc1cccn(Cc2ccc(F)cc2)c1=O)NC1CCCCC1	4	3
CCc1nnc(NC(=O)c2ccc(COc3ccccc3)o2)s1	-5	-3
COc1ccc(Cc2nc(C(=O)Nc3ccc(Cl)cc3)cs2)cc1	-3	24
Cc1ccc2c(c1)nnn2C1CCN(S(=O)(=O)c2ccc(C(=O)N(C)C3CCCCC3)cc2)CC1	9	-21
C=CCN1CC(c2nc3ccccc3n2Cc2ccccc2)CC1=O (stereo unspecified)	1	1
COc1cc2c(=O)n(Cc3ccccc3)c(=O)n(CC(=O)NCCc3ccccc3)c2cc1OC	1	3
COCCCNc1nc2c(c(=O)[nH]c(=O)n2C)n1CC(O)COc1cccc(C)c1 (stereo unspecified)	-200	-13
Cn1c(=O)c2c(nc(CN3CCC(C(N)=O)CC3)n2Cc2ccccc2F)n(C)c1=O	-1	-5
Next part:
SMILES	PglD DTNB	Statin myotox sup
COc1ccc2cc3cc(C(=O)N4CCCCCC4)oc3nc2c1	2	-28
O=C(NCc1ccccc1)c1ccc2c(c1)C(=O)N(CC1CCCO1)C2=O (stereo unspecified)	1	4
Cc1ccnc(NC(=O)c2ccccc2[N+](=O)[O-])c1	0	5
C=CCn1cc(/C=N\NC(=O)c2cc3c(ccc4ccccc43)o2)c2ccccc21	-3	-25
CCOC(=O)C1C(=O)NC(c2ccccc2)=NC1c1ccc(Cl)cc1 (stereo unspecified)	-4	1
O=C(Nc1nnc(-c2ccccc2)s1)c1cc(S(=O)(=O)N2CCOCC2)c(Cl)cc1Cl	-3	-13
CCOc1ccc(-c2nc(S(=O)(=O)c3ccccc3)c(NCc3cccnc3)o2)cc1	-4	17
COc1nc2ccccc2c(=O)n1OCC(C)C	-2	0
O=C(c1ccco1)N1CCN(Cc2nc3ccccc3c(=O)n2-c2ccc(F)cc2)CC1	-4	-10
CC(C)Cc1ccc(S(=O)(=O)N2CCN(C(=O)c3ccco3)CC2)cc1	1	-24
Cc1cc(C)n2nc(C(=O)N3CCOCC3)nc2n1	-10	-2
CCN(CC)C(=O)C(=O)N/N=C/c1ccc(Br)cc1	-1	89*
O=C(CSc1nc(-c2ccco2)cc(C(F)(F)F)n1)NCCN1CCOCC1	-4	9
O=C(/C=C/c1ccccc1)N1CCN(c2cccc(Cl)n2)CC1	7	7
CCNC(=S)N1CCN(C(=O)c2ccco2)CC1	8	14
CCc1nc(SCc2cccnc2)c(C#N)cc1C	-1	-4

Exported with two lines to a compound: entries from further up.
Second line of a record – PglD DTNB	Statin myotox sup
> Cc1ccc2c(c1)nnn2C1CCN(S(=O)(=O)c2ccc(C(=O)N(C)C3CCCCC3)cc2)CC1
→ 9	-21
> C=CCN1CC(c2nc3ccccc3n2Cc2ccccc2)CC1=O (stereo unspecified)
→ 1	1
> COc1cc2c(=O)n(Cc3ccccc3)c(=O)n(CC(=O)NCCc3ccccc3)c2cc1OC
→ 1	3
> COCCCNc1nc2c(c(=O)[nH]c(=O)n2C)n1CC(O)COc1cccc(C)c1 (stereo unspecified)
→ -200	-13
> Cn1c(=O)c2c(nc(CN3CCC(C(N)=O)CC3)n2Cc2ccccc2F)n(C)c1=O
→ -1	-5
> COc1ccc2cc3cc(C(=O)N4CCCCCC4)oc3nc2c1
→ 2	-28
> O=C(NCc1ccccc1)c1ccc2c(c1)C(=O)N(CC1CCCO1)C2=O (stereo unspecified)
→ 1	4
> Cc1ccnc(NC(=O)c2ccccc2[N+](=O)[O-])c1
→ 0	5
> C=CCn1cc(/C=N\NC(=O)c2cc3c(ccc4ccccc43)o2)c2ccccc21
→ -3	-25
> CCOC(=O)C1C(=O)NC(c2ccccc2)=NC1c1ccc(Cl)cc1 (stereo unspecified)
→ -4	1
> O=C(Nc1nnc(-c2ccccc2)s1)c1cc(S(=O)(=O)N2CCOCC2)c(Cl)cc1Cl
→ -3	-13
> CCOc1ccc(-c2nc(S(=O)(=O)c3ccccc3)c(NCc3cccnc3)o2)cc1
→ -4	17
> COc1nc2ccccc2c(=O)n1OCC(C)C
→ -2	0
> O=C(c1ccco1)N1CCN(Cc2nc3ccccc3c(=O)n2-c2ccc(F)cc2)CC1
→ -4	-10
> CC(C)Cc1ccc(S(=O)(=O)N2CCN(C(=O)c3ccco3)CC2)cc1
→ 1	-24
> Cc1cc(C)n2nc(C(=O)N3CCOCC3)nc2n1
→ -10	-2
> CCN(CC)C(=O)C(=O)N/N=C/c1ccc(Br)cc1
→ -1	89*
> O=C(CSc1nc(-c2ccco2)cc(C(F)(F)F)n1)NCCN1CCOCC1
→ -4	9
> O=C(/C=C/c1ccccc1)N1CCN(c2cccc(Cl)n2)CC1
→ 7	7
> CCNC(=S)N1CCN(C(=O)c2ccco2)CC1
→ 8	14

Assay outcomes as filed in PubChem BioAssay.
